RGS7-Gao reg – regulators of human RGS7-Galphao interaction; P09471; Multiplexed bead flow cytometry, RGS7-Galphao binding; actives lie on both sides; binding response (% of control), % at 10 µM; 220,000 compounds, 0.35% hits; in the data active = binding response below about 49% or above about 150%; inconclusive = no clear call, values can overlap the other calls; inactive = in between;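 also: fluorescent Galphao held in activated GDP-AlF4 state binding bead-coupled RGS7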
Bim-Mcl-1 – disrupts Bim peptide binding to human Mcl-1 | Bead-based flow cytometry, Bim peptide-Mcl-1 binding | Q07820 | AID 1009 | inhibition, % at 10 µM | 190,000 compounds, 0.1% hits;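 also: 0% = no compound tracer wells and 100% = peptide blocker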
RGS4-Gao reg – modulates binding of RGS4 to human Galphao; Multiplexed bead flow cytometry; actives lie on both sides; binding response (% of control), % at 10 µM; 220,000 compounds, 0.33% hits; in the data active = binding response below about 49% or above about 150%; inactive = in between;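 also: fluorescent Galphao activated with aluminum fluoride binding bead-coupled RGS4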
Bim-Bfl-1 – human Bim-Bfl-1 interaction inhibition. Q16548. Bead-based flow cytometry, Bim-Bfl-1 binding inhibition. inhibition, % at 10 µM. 190,000 compounds, 0.12% hits. AID 1008;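 also: 0% = wells without compound plus tracer and 100% = blocker peptide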
Bim-Bcl-W – inhibitors of Bim-Bcl-W interaction, human. inhibition, % at 10 µM. 190,000 compounds, 0.02% hits. bead-based flow cytometry, Bim peptide-Bcl-W binding. AID 952;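 also: 0% = bound tracer without compound and 100% = peptide blocker; higher means less fluorescent Bim peptide bound to Bcl-W beads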
Target sequence (Q92843 whole entry, looked up): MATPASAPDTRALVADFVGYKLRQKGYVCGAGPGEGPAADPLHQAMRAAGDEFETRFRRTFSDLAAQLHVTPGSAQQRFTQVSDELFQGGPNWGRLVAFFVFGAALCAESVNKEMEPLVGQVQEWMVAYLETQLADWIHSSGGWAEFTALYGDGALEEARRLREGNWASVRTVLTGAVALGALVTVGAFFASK
Bim-Bcl-XL – disrupts Bim peptide binding to human Bcl-XL | Q07817 | 190,000 compounds, 0.04% hits | bead flow cytometry, fluorescence | AID 1007 | inhibition, % at 10 µM
Target sequence (Q07817 whole entry, looked up): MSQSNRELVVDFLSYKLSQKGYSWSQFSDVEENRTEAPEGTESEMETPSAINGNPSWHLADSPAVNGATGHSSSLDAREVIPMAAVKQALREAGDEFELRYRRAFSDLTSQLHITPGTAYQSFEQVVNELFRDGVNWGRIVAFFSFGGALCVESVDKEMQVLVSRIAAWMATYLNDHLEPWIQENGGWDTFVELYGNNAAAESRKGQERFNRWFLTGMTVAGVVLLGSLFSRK
Bcl-B Bim block – inhibitors of Bim-Bcl-B interaction, human; bead-based flow cytometry, Bim peptide-Bcl-B binding; inhibition, % at 10 µM; 190,000 compounds, 0.073% hits;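 also: 0% = tracer peptide without compound and 100% = reference inhibitor peptide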
Target sequence (Q9HD36 whole entry, looked up): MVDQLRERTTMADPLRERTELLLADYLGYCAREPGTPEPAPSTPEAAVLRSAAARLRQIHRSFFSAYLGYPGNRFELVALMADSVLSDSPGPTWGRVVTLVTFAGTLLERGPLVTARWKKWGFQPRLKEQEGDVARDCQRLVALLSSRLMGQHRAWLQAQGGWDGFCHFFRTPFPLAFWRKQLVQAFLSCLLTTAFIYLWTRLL
RGS8-Gao – regulators of human RGS8-Galphao interaction; P09471; multiplexed bead flow cytometry, RGS8-Galphao binding; actives lie on both sides; response (percent of control binding), % at 10 µM; 220,000 compounds, 0.34% hits; in the data active = response below about 60% or above about 140%; inactive = in between;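 also: Galphao activated as the GDP aluminium fluoride complex binding bead-coupled RGS8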
Bcl-2 Bim block – inhibitors of Bim-Bcl-2 interaction, human. P10415. Bead-based flow cytometry, Bim peptide-Bcl-2 binding. inhibition, % at 10 µM. 190,000 compounds, 0.06% hits; in the data active = inhibition above about 40%; inconclusive = no clear call, values can overlap the other calls;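 also: 0% = no compound wells with probe peptide and 100% = reference peptide inhibitor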
Target sequence (P10415 whole entry, looked up): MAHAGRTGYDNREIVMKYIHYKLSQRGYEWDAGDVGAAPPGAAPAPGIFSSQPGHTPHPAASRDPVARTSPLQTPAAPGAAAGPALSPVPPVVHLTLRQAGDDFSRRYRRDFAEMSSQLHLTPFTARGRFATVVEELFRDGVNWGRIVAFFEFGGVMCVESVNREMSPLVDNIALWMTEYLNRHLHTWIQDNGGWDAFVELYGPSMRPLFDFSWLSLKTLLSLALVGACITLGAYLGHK
GSH fluor – GSH bead compound fluorescence profile; fluorescence (KMESF) at 10 µM; GSH beads flow cytometry, compound fluorescence 488/530 nm; active compounds read high; AID 1776; 190,000 compounds, 0.25% hits; in the data active = fluorescence above about 89;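 also: glutathione beads carrying GST-tagged Bcl family fusion proteins plus one bare bead set; values are compound well signal with DMSO vehicle wells as background; inactives centre near 16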
Mcl1-Bid inh – disrupts binding of human Mcl-1 to Bid peptide; Q07820; TR-FRET Mcl-1/Bid-Dy647 peptide binding, 1536-well; inhibition, % at 21.7 µM; 220,000 compounds, 0.97% hits; AID 1021;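 active = compounds that cut the binding signal by more than half at the single screening dose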;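 also: His-tagged Mcl-1 with europium anti-His antibody binding Bid BH3 peptide; 0% = Mcl-1 plus peptide wells and 100% = peptide-only wells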
The depositor's hits bear a star; ? = inconclusive; . = no result given; [ ] = remark or other dose. Rule as the data show it, unless noted: active = inhibition above about 40%. An unsorted share of the library; any-hit rate near 1.8%.

SMILES	RGS7-Gao reg	Bim-Mcl-1	RGS4-Gao reg	Bim-Bfl-1	Bim-Bcl-W	Bim-Bcl-XL	Bcl-B Bim block	RGS8-Gao	Bcl-2 Bim block	GSH fluor	Mcl1-Bid inh
COc1cccc(OCCn2cc(C(=O)c3ccco3)c3ccccc32)c1	98	4	98	4	5	0	5	101	1	26	9
O=C(NCC1CCCO1)c1ccc(CS(=O)(=O)c2c(Cl)cccc2Cl)o1 (stereo not drawn)	95	0	98	-9	3	1	-6	100	-9	27	-5
CNc1oc(-c2ccccc2)nc1C#N	106	-1	104	1	-1	-2	2	98	2	13	-38
O=[N+]([O-])c1ccc(S(=O)(=O)NCC2CCCO2)cc1 (stereo not drawn)	100	-3	100	-1	-3	-9	-5	109	0	7	12
COc1ccc(C(=O)O)cc1NC(=S)NC(=O)c1ccc(-c2ccc(Cl)cc2)o1	100	0	95	5	-1	0	2	97	4	14	10
C=CCNc1cc(C)oc(=O)c1C(=O)CC	89	1	99	-3	0	-3	-4	100	0	11	-34
CC(=O)c1nc(N2C(=O)CC(Cc3cc(C)cc(C)c3)C2=O)sc1C (stereo not drawn)	96	-3	100	-6	-3	-1	-5	100	-6	9	-12
CCC(=O)NC(c1cccc([N+](=O)[O-])c1)c1c(OC(C)=O)ccc2ccccc12 (stereo not drawn)	100	3	100	3	2	2	-2	107	6	28	-17
Cc1cc(NC(=O)CSc2nnc(-c3ccccc3)n2C)no1	106	0	103	-4	1	2	-1	108	-2	18	-11
CCCN(C(=O)c1ccccc1N)c1c(C)n(C)n(-c2ccccc2)c1=O	101	-2	99	-14	0	-7	-9	99	-4	37	-20
C(=N\Nc1ccc2ccccc2n1)/c1ccc2c(c1)OCCO2	111	0	111	2	-1	0	2	140*[activator]	-1	13	-6
NS(=O)(=O)c1ccc(O)c(N2C(=O)c3cccc4c(C(=O)c5ccccc5)ccc(c34)C2=O)c1	116	2	106	-2	0	1	0	106	0	17	-17
Cc1nc2ccccc2c(=O)n1NS(C)(=O)=O	100	31	101	33	24	34	16	98	26	22	-13
CCOC(=O)C1C(=O)CC(C)(O)C(C(=O)OCC)C1c1ccco1 (stereo not drawn)	84	-4	79	-6	-3	-12	-2	84	0	64	-46
O=C(O)CC(NC(=O)C(F)(F)F)c1ccc2c(c1)OCO2 (stereo not drawn)	110	-2	105	7	5	1	1	102	1	12	-31
Cc1ccccc1Cn1c(CN2CCN(C(=O)c3ccco3)CC2)nc2c1c(=O)n(C)c(=O)n2C	102	1	98	-6	1	0	-1	100	-6	12	-9
Cc1ccc(C)c(N2CC(=O)N(c3cc(C)ccc3C)CC2=O)c1	100	-4	102	-12	-2	-4	-9	101	-9	24	-5
Cc1cc(C)c(S(C)(=O)=O)c(Oc2ccc(F)cc2)n1	95	1	99	0	-2	1	2	100	-2	19	4
Cc1cc(=O)oc2cc(OC(C)C(=O)Nc3ccc(N4CCOCC4)cc3)ccc12 (stereo not drawn)	101	-8	104	-14	-1	-8	-14	100	-10	13	-13
Cc1noc(C)c1C(=O)OCC(=O)Nc1c(F)cccc1F	98	2	103	-1	0	-1	-3	100	-1	23	-12
Cn1c(SCC(=O)c2c(N)n(C)c(=O)n(C)c2=O)nnc1-c1ccccc1F	95	0	100	-1	-2	0	-1	99	0	13	2
Cc1ccc(-c2cc(C(F)(F)F)nc(SCC(=O)c3cccc([N+](=O)[O-])c3)n2)cc1	104	-1	104	-3	0	0	-2	103	-3	8	-21
c1ccc(OCc2noc(CN3CC[C@@H]4CCCC[C@H]4C3)n2)cc1	99	-4	101	-13	-3	-6	-1	99	-5	54	-9
COc1ccc(NC(=O)c2ccc(C(=O)c3ccccc3)o2)cc1	98	2	99	0	0	1	0	103	1	10	-46
Cc1nc(N2CCCC2C(=O)O)c2oc3ccccc3c2n1 (stereo not drawn)	97	-3	101	-1	-2	0	0	99	-6	23	-18
COc1ccc(-c2nc(C(N)=O)c3[nH]c(=O)n(-c4cccc(C)c4)c3n2)c(OC)c1	104	3	102	-12	0	-1	-5	99	-6	14	-27
CCOc1ncccc1C(=O)Nc1ccc(S(=O)(=O)NC2=NCCCCC2)cc1	?	0	102	-4	0	-3	0	101	-2	17	-27
CCOC(=O)N1CCN(C(=O)c2cnn3ccccc23)CC1	101	0	101	-7	1	-2	-4	104	-4	26	-7
COc1cccc(-c2nc(CS(=O)(=O)CC(=O)N3CCc4ccccc43)c(C)o2)c1	105	-3	102	-11	1	-5	-8	103	-9	28	-9
COC(=O)c1cc(NCc2cccs2)ccc1N1CCOCC1	105	7	103	-10	4	-1	-3	102	2	4	-46

Pulled by structure from the list above, four records:
SMILES	RGS7-Gao reg	Bim-Mcl-1	RGS4-Gao reg	Bim-Bfl-1	Bim-Bcl-W	Bim-Bcl-XL	Bcl-B Bim block	RGS8-Gao	Bcl-2 Bim block	GSH fluor	Mcl1-Bid inh
Cc1noc(C)c1C(=O)OCC(=O)Nc1c(F)cccc1F	98	2	103	-1	0	-1	-3	100	-1	23	-12
Cc1ccccc1Cn1c(CN2CCN(C(=O)c3ccco3)CC2)nc2c1c(=O)n(C)c(=O)n2C	102	1	98	-6	1	0	-1	100	-6	12	-9
c1ccc(OCc2noc(CN3CC[C@@H]4CCCC[C@H]4C3)n2)cc1	99	-4	101	-13	-3	-6	-1	99	-5	54	-9
COc1cccc(-c2nc(CS(=O)(=O)CC(=O)N3CCc4ccccc43)c(C)o2)c1	105	-3	102	-11	1	-5	-8	103	-9	28	-9

Carrying on.
SMILES	RGS7-Gao reg	Bim-Mcl-1	RGS4-Gao reg	Bim-Bfl-1	Bim-Bcl-W	Bim-Bcl-XL	Bcl-B Bim block	RGS8-Gao	Bcl-2 Bim block	GSH fluor	Mcl1-Bid inh
O=C(/C=C/c1cccc([N+](=O)[O-])c1)NCCSCc1ccco1	88	-3	85	-10	-3	-4	-6	95	-4	11	-30
CCOc1ccc(NC(=O)C(Cc2ccccc2)NC(=O)C2CCCCC2)cc1 (stereo not drawn)	99	-1	99	1	-1	-2	-1	102	1	23	-4
Cc1occc1-c1nnc(SCC(=O)N2CCN(c3ccccc3)CC2)n1C	102	-4	104	-5	-1	-4	-7	100	-7	37	8
CCc1nnc(NC(=O)c2ccc(S(=O)(=O)NCC(C)C)cc2)s1	89	0	93	-4	0	0	-1	94	-2	13	17
Cc1nc2cc(CO)ccc2n1C	98	-2	99	0	1	-3	-1	100	-1	23	-15
CC(O)CNCCOc1cccc(Oc2ccccc2)c1 (stereo not drawn)	103	0	101	-2	4	0	1	101	1	21	-8
C/C(=N\NC(=O)CSc1nc2ccccc2s1)c1ccco1	112	.	121	.	.	.	.	99	?	408*	2
O=C(c1cnsn1)N1CCC(CO)(Cc2cccc(F)c2)CC1	109	0	100	-5	0	-6	-2	99	-6	11	-19
COc1ccc(N2CCN(c3cc(C)c4ccc(C)cc4n3)CC2)cc1	99	-1	102	4	-1	-4	-9	101	-2	12	-14
CC(C)N1CC=C2C(C#N)=C(N)C(C#N)(C#N)C(c3ccccc3)C2C1 (stereo not drawn)	98	-5	102	-2	-5	-3	-4	99	-4	11	-37
CCOC(=O)CSC1=NC(=O)/C(=C\c2ccc(OC(C)=O)cc2)S1	102	2	107	58*	9	2	6	100	12	19	29
COc1ccc([N+](=O)[O-])cc1NC(=S)NC(=O)C(C)(C)C	100	-2	102	-5	-2	-6	-6	102	-1	23	-44
O=C(N/N=C/c1cccc(O)c1)c1ccc(COc2ccccc2Br)cc1	98	-5	102	-1	-4	-5	-7	101	-6	5	-36
COc1ccc(S(=O)(=O)N(CC(=O)NCc2ccco2)c2ccccc2)cc1	105	-4	103	-6	0	3	-4	107	-6	45	-20
Cc1cccc(NC(=O)c2ccccc2C(=O)O)c1	101	-2	99	-4	-3	-3	-2	102	-3	59	4
COc1cc(NC(=O)c2ccccn2)cc(OC)c1OC	105	2	101	-5	1	2	-1	102	-4	11	-5
CCOc1ccc(NC(=O)C2CCN(S(=O)(=O)c3c(C)n[nH]c3C)CC2)cc1	101	1	100	-3	-2	-6	-4	102	-1	8	-40
Cc1ccc2c(c1)nc(-n1nc(C)cc1C)c1nnnn12	93	-4	99	-5	-1	0	-2	97	-5	8	-7
COc1ccc(CCCc2nnc(SCC(=O)NN)o2)cc1	90	0	91	-1	-1	0	0	91	0	13	-1
COc1cc(=O)n(C)c2ccccc12	99	-1	103	-1	-1	1	-2	105	0	17	3
CCOC(=O)c1cc(-c2ccc(OC(F)F)cc2)nc2nc(SC)[nH]c(=O)c12	100	-1	98	-1	-4	-7	-6	98	-7	19	18
Oc1ccc(/C=N/NC(=S)N2CCOCC2)cc1	?	0	101	-1	4	-2	-22	99	1	15	-101
CCN1/C(=C/c2cc[n+](C)cc2)C=Cc2cc(C)ccc21	111	-1	103	2	1	-3	0	105	0	6	-57
CN(C)c1cccc(C(=O)Nc2cccc(F)c2)c1	96	0	97	-5	0	-5	-9	98	-6	21	-12
CC(OC(=O)C1COc2ccccc2O1)C(=O)N(C)c1ccccc1 (stereo not drawn)	99	-6	102	-3	0	0	-8	101	0	24	-22
O=C(CCC(=O)N/N=C/c1cc(Cl)cc(Cl)c1O)NCc1ccccc1	98	1	96	-1	2	-1	0	100	-3	25	-70
O=C1CC(C(=O)Nc2ccc(F)c(Cl)c2)N=C(N2CCCCC2)N1 (stereo not drawn)	99	-2	100	0	0	0	-1	99	1	4	-19
CCOC(=O)C1CCN(Cc2cnc(Oc3ccc(C(C)(C)C)cc3)s2)CC1	91	-1	95	0	1	1	0	95	0	13	-20
COc1cc(/C=N/Nc2nc3ccccc3o2)cc(OC)c1O	98	-5	98	15	-6	-4	-23	99	-2	15	-22
COc1cccc(CNC(=O)CCC2CCCN(Cc3ccc(OC(F)F)cc3)C2)c1 (stereo not drawn)	98	0	97	-4	1	0	-4	99	-5	8	-31
Cc1ccc(N2C(=O)CC(Cn3nc(C)cc3C)C2=O)cc1 (stereo not drawn)	103	0	104	-2	0	0	0	102	-1	23	91*
COc1ccc(C(=O)NN(C)c2nc(-c3ccccc3)nnc2C(F)(F)F)cc1	103	-1	101	0	-1	-1	-1	100	-2	22	-17
CCn1c2ccccc2c2cc(NC(=O)CSc3nnc(-c4ccc(OC)cc4)n3N)ccc21	99	-3	101	0	-4	-3	-6	100	-1	11	16
O=C(Nc1ccccc1)N1C2CCC1CC(O)(c1cccnc1)C2 (stereo not drawn)	93	-2	91	8	5	2	6	86	6	58	-26
COc1ccc(C2=C(C#N)C(=O)OC2)cc1	99	-1	101	0	0	0	-2	100	-1	15	6
Cc1ccccc1C(=O)NC(=S)NCCN1CCOCC1	100	-2	102	0	2	-2	0	112	-2	21	-52
O=c1c2ccccc2nc2n1C(CSc1ccc(Br)cc1)CN2 (stereo not drawn)	98	4	100	2	0	3	-1	101	5	9	-17
O=[N+]([O-])c1ccc2nc(-c3ccccc3)cc(-c3ccccc3)c2c1	100	-1	100	0	-3	-3	-3	101	-3	7	-22
COc1ccccc1OC(=O)c1ccc2nsnc2c1	99	-2	101	-9	3	-9	-8	103	-8	51	10
Cc1ccc(NC(=O)CC2=NC(=O)C(CC(=O)Nc3ccccc3C)S2)cc1 (stereo not drawn)	109	-3	107	-6	-2	-4	-3	102	-4	16	-24
